Assay outcomes (PubChem)
Wee1 stabilizer: blocks degradation of human Wee1 kinase | P30291 | HeLa Luc-Wee1K328M stability, luciferase luminescence; 100% = proteasome inhibitor MG132 effect | reporter increase, % at 5 µM | actives 1.2% (n = 220,000) | AID 1321;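 active = activation above the mean of all tested compounds plus 3 SD, set per screening run, cut at about 8.8% in these data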;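 also: cells exposed to compound for 20 h before luminescence read; 0% = DMSO alone and 100% = MG132 at 30 µM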
FXIa inh 1536: factor XIa (human) inhibition. actives 0.14% (n = 220,000). purified FXIa, Boc-Glu-Ala-Arg-AMC fluorogenic substrate. AID 798. inhibition, % at 5 µM. P03951;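 active = inhibition of at least 40%; inactive = inhibition below 40%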;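 also: fluorescence of freed AMC excited at 355 nm; 0% = enzyme without compound and 100% = no enzyme blank; many of its hits are not listed in these tables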
KLK5 inh: inhibitors of human kallikrein 5; Q9Y337; recombinant hK5, fluorogenic AMC substrate cleavage; actives 0.59% (n = 210,000); inhibition, % at 5 µM;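 active = inhibition of 40% or more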;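 also: 0% = enzyme controls without compound and 100% = no-enzyme blanks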
Target sequence (Q9Y337 67-293 limits assumed): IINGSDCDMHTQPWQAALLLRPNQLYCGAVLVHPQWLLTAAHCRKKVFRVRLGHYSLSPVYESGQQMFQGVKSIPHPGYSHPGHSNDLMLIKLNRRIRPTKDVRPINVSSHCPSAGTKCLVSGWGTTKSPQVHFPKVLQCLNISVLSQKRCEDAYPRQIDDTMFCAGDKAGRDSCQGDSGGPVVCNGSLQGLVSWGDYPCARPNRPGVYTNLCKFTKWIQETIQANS
FXIIa inh 1536: blocks human coagulation factor XIIa protease activity; P00748; purified FXIIa, Boc-QGR-AMC fluorogenic substrate, 2 h; inhibition, % at 5 µM; actives 0.3% (n = 220,000); AID 800; in the data active = inhibition above about 40%;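 also: 0% = enzyme with no compound and 100% = blank without enzyme; many of its hits are not listed in these tables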
Target sequence (P00748 20-372 limits assumed): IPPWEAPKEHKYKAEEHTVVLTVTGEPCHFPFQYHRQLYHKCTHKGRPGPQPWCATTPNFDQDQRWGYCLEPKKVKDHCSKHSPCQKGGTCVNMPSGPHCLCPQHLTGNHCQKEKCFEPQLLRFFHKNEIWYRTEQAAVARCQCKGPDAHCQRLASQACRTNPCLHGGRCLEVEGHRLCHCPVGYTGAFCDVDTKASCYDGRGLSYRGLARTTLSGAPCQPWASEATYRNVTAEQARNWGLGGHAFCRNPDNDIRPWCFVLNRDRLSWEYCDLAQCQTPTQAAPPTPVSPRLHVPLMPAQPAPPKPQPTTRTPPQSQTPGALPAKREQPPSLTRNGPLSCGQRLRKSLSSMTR
Target sequence (P00748 373-615 limits assumed): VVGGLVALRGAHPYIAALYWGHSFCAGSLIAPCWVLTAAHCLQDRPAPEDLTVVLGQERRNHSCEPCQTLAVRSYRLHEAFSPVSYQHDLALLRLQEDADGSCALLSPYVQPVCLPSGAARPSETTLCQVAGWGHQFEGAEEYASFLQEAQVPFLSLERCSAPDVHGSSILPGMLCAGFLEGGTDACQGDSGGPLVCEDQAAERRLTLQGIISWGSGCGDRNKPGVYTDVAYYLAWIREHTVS
Thrombin inh: thrombin (human) inhibition. P00734. alpha-thrombin, Boc-VPR-AMC fluorogenic substrate cleavage. inhibition, % at 5 µM. actives 0.26% (n = 220,000). AID 1046;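 active = inhibition at or above 40%; inactive = inhibition below 40%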;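 also: 0% = enzyme with no compound and 100% = wells without enzyme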
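Material: human alpha-thrombin protein; Also added: Boc-VPR-AMC substrate, 15 µM final; Timing: enzyme reaction carried out at room temperature; Signal: fluorescence, ex 355 nm, em 460 nm; Measure: % inhibition of thrombin; Controls: enzyme without compound as high, wells lacking enzyme as low.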
Runt-CBFb FRET: inhibitors of human RUNX1 Runt domain binding to CBFb; Q01196+Q13951; Cerulean-Runt/Venus-CBFb FRET ratio 530/480, 1 h; inhibition, % at 20 µM; actives 0.46% (n = 220,000); AID 1496;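 active = inhibition over about 50% at 20 µM in the single-dose screen, limit read from the data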;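 also: 0% = DMSO wells and 100% = excess unlabeled CBFb competitor control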
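test system = Cerulean-Runt domain fusion protein, energy donor | probe or stimulus = Venus-CBFb binding partner, 100 nM | incubation = two 1 h room-temperature incubations shielded from light | detection = fluorescence energy transfer, 422 nm excitation, 530/480 nm emission | measure = loss of energy transfer signal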
Runt-SMMHC FRET: Runt domain-CBFb-SMMHC interaction inhibition | AID 1434 | Cerulean-Runt/Venus-CBFb-SMMHC FRET ratio 530/480, 1 h | inhibition, % at 20 µM | actives 0.74% (n = 220,000) | Q01196+Q13951;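 active = mean inhibition across duplicate retests at 20 µM reaching about 50%, limit read from the data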;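 also: 0% = DMSO wells and 100% = wells with excess untagged CBFb-SMMHC; inhibitors lower the FRET ratio by blocking Runt binding to CBFb-SMMHC; some results filed as inactive read as strong as hits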
14-3-3 Bad inh: disrupts binding of bovine 14-3-3 zeta to phospho-Bad peptide | P63103 | TR-FRET 14-3-3zeta/Dy647-pBad peptide displacement, 1 h | inhibition, % at 21.7 µM | actives 0.71% (n = 220,000) | AID 781;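 active = inhibition above about 70%, limit read from the data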;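 also: 0% = full 14-3-3 plus peptide FRET controls and 100% = background without 14-3-3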
Target sequence (P63103 whole entry, looked up): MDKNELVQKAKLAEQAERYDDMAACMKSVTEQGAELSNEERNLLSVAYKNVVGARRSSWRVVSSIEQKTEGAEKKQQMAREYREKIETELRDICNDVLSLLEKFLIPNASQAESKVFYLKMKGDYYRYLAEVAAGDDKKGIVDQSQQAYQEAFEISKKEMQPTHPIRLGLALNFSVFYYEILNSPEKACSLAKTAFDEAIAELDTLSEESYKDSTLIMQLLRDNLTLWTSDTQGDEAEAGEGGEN
Hck Nef HTS: human Hck-Nef kinase inhibition; inhibition, % at 20 µM; P08631; actives 0.68% (n = 220,000); Recombinant Hck-YEEI plus Nef, Z-Lyte FRET kinase assay;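 active = Hck-Nef kinase inhibition above about 50%, limit read from the data; inactive = inhibition below that limit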;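 also: 0% = DMSO with Hck plus Nef and 100% = Hck alone without Nef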
* marks the source's active call; other numbers are inactive results; . = not tested or not shown; [ ] = dose if it differs, or a comment.

SMILES	Wee1 stabilizer	FXIa inh 1536	KLK5 inh	FXIIa inh 1536	Thrombin inh	Runt-CBFb FRET	Runt-SMMHC FRET	14-3-3 Bad inh	Hck Nef HTS
O=C(NCCC1=CCCCC1)C1CCCN(S(=O)(=O)c2ccc(F)cc2)C1 (centres undefined)	-2	2	-23	4	1	0	-1	-8	13
O=C(NCc1ccc(F)cc1)C(=O)Nc1nc(C23CC4CC(CC(C4)C2)C3)cs1	-2	5	-16	8	-6	3	10	-6[fluorescence artefact?]	4
O=c1[nH][nH]c2ccccc2c1=O	14*	3	1	11	1	0	-3	6	-3
COc1ccc(CSCC(=O)Nc2ccc(S(=O)(=O)N3CCCCCC3)cc2)cc1	-2	-4	-9	-3	-11	0	0	3	-1
CC1(C)CC(=O)C/C(=N/NC(=O)COc2ccc(Cl)cc2Cl)C1	3	-4	0	5	-4	1	1	-5	17
CC(C)NC(=O)c1ccc(CS(=O)(=O)c2ccc(Br)cc2)o1	2	4	-10	14	1	1	-2	-3	3
O=C1CC(c2cccc(Cl)c2)c2cc3c(cc2N1)CCC3 (centres undefined)	2	-1	1	11	-1	-5	0	3	-1
Cc1ccc(/C=N/n2c(C)cc(C)c(C#N)c2=O)cc1	-2	6	-7	17	7	-1	-1	-4	14
COc1ccc(C(=O)Nc2ncc3c(n2)-c2ccccc2CC3)cc1	-2	2	2	6	3	-2	-4	5	1
CCOC(=O)C(=O)N1CCC(C(=O)OCC)CC1	1	0	-10	3	-9	3	0	-4	3
Cc1nc2ccccc2n1C1CCN(CC(=O)Nc2ccccc2Br)CC1	2	-5	-4	-2	0	-4	-5	6	16
Cn1cccc1C(=O)OCC(=O)NC1CCS(=O)(=O)C1 (centres undefined)	-1	-3	5	5	-1	1	4	-12	21
CCOc1ccc(NC2=C(OC)C(=O)c3ccccc3C2=O)cc1	5	12	-18	12	-3	-2	0	-13	4
O=P(c1ccccc1)(c1ccccc1)C(c1ccccn1)P(=O)(c1ccccc1)c1ccccc1	3	-2	-1	9	1	1	2	0	2
CCC(=O)Nc1cccc(NC(=O)c2ccc(Br)cc2)c1	-1	-7	-10	3	-7	1	1	-2	0
CC1CCN(S(=O)(=O)c2ccc(C(=O)OCc3ccc4c(c3)OCO4)cc2)CC1	-3	0	-3	26	4	0	-2	-13[fluorescence artefact?]	3
COC(=O)c1ccccc1N=Nc1c(N)[nH][nH]c1=O	18*	4	3	10	1	2	-3	-4	9
Cc1cc(-c2ccccc2C(=O)NC2CCCCC2)on1	1	-7	-9	2	-3	0	-4	-7	6
O=C(Nc1cccc(S(=O)(=O)Nc2ccc(Cl)cc2)c1)c1ccc(Cl)nc1	0	4	-2	12	-12	2	-2	9	2
CCOc1ccc(NC(=O)c2cccnc2C(=O)O)cc1	0	6	2	13	3	-3	0	-3	0

Two records drawn at random from the list so far, as already listed:
SMILES	Wee1 stabilizer	FXIa inh 1536	KLK5 inh	FXIIa inh 1536	Thrombin inh	Runt-CBFb FRET	Runt-SMMHC FRET	14-3-3 Bad inh	Hck Nef HTS
CC1CCN(S(=O)(=O)c2ccc(C(=O)OCc3ccc4c(c3)OCO4)cc2)CC1	-3	0	-3	26	4	0	-2	-13[fluorescence artefact?]	3
Cc1nc2ccccc2n1C1CCN(CC(=O)Nc2ccccc2Br)CC1	2	-5	-4	-2	0	-4	-5	6	16

Next section
SMILES	Wee1 stabilizer	FXIa inh 1536	KLK5 inh	FXIIa inh 1536	Thrombin inh	Runt-CBFb FRET	Runt-SMMHC FRET	14-3-3 Bad inh	Hck Nef HTS
N#CCC(=O)Nc1ccc(C(=O)NCc2ccccn2)cc1	0	-6	-3	7	-10	-2	-2	-8	18
O=C1CN(c2nc(-c3ccccc3)c3ccccc3n2)c2ccccc2N1	1	7	-20	8	0	-13	-22	-2	3
COCCN(C(=O)C1CC1)c1nnc(-c2cccc(C)c2)s1	-1	1	-19	19	5	-4	-5	-4	4
Cc1cccc(C)c1OCC(O)CN1CCN(c2ccccn2)CC1 (centres undefined)	-3	-5	-1	7	-5	-1	1	10	-4
COc1ccc(C2CC(c3ccccc3)=NN2C(=O)CSc2ncn[nH]2)cc1 (centres undefined)	2	-1	-4	4	-6	0	-3	-3	-8
COc1ccccc1OCC(=O)NCc1cccs1	0	5	3	17	1	-3	-1	2	0
CC(C)C(NC(=O)C1CCCCC1)C(=O)NC1=NCCS1 (centres undefined)	-3	4	12	15	6	0	1	11	-1
CCOC(=O)Cc1csc(SCC(=O)Nc2cccc(C#N)c2)n1	1	-1	2	6	2	2	-1	-2	-1
CC(=Nc1ccccc1)C1=C(O)CC(C)(C)CC1=O	0	-1	.	6	-3	0	0	1	4
COC(=O)c1cc(-c2ccccc2)sc1N	1	4	-2	8	-4	12	1	1	4
CC(C)Oc1ccc(-c2cc(=O)[nH]c(=O)[nH]2)cc1	-1	4	2	-3	-2	0	4	-4	9
O=C(CCc1ccccc1)NNC(=O)C1CCCCC1	1	-4	-22	9	1	-2	-3	-11	-1
O=S(=O)(NCc1csc(-c2cccs2)n1)c1ccccc1	0	0	-1	5	-4	-1	2	-4	19
Cc1ccc(Oc2ncccc2/C=N/OCc2ccc(Cl)cc2Cl)cc1	-2	4	-3	6	0	-1	1	6	0
CCNC(=S)Nc1nc2c(cc1C(=O)OCC)CCCC2	1	4	-8	7	-6	-2	-6	8	0
COc1ccc(C(=O)Nc2cnn(Cc3ccc(Cl)cc3)c2)cc1OC	1	20	-12	27	4	-5	-1	8	6
O=c1ccnc(Sc2ncccc2[N+](=O)[O-])[nH]1	-1	3	-9	10	-3	1	2	-9	4
C=CCn1c(COC)nnc1SCC(=O)c1ccc(F)cc1	-3	3	3	4	-7	2	-5	-6[fluorescence artefact?]	1
Cc1ccc(C(c2nnnn2CCc2ccccc2)N2CCSCC2)cc1 (centres undefined)	0	-7	-10	-16	-9	0	-5	-1	2
Cc1nn(-c2nnc(NC3CCCCC3)nn2)c(C)c1Br	0	4	-6	6	-5	1	1	17	2

With a hit mark in Wee1 stabilizer, of those listed so far:
SMILES	Wee1 stabilizer	FXIa inh 1536	KLK5 inh	FXIIa inh 1536	Thrombin inh	Runt-CBFb FRET	Runt-SMMHC FRET	14-3-3 Bad inh	Hck Nef HTS
O=c1[nH][nH]c2ccccc2c1=O	14*	3	1	11	1	0	-3	6	-3
COC(=O)c1ccccc1N=Nc1c(N)[nH][nH]c1=O	18*	4	3	10	1	2	-3	-4	9

Additional records follow:
SMILES	Wee1 stabilizer	FXIa inh 1536	KLK5 inh	FXIIa inh 1536	Thrombin inh	Runt-CBFb FRET	Runt-SMMHC FRET	14-3-3 Bad inh	Hck Nef HTS
CCOC(=O)Cc1cnc(NC(=O)CSc2nc3ncnc(N)c3[nH]2)s1	5	-5	-5	4	-8	2	0	2	27
COc1ccccc1CNC(=O)c1nnc(Cc2ccc(Cl)cc2)o1	2	6	-6	10	5	-3	1	-7	-3
O=C(O)c1ccccc1/C=N/Nc1ccc(S(=O)(=O)N2CCOCC2)cc1[N+](=O)[O-]	0	3	1	5	-1	-1	-4	1	18
COc1ccc(NC(=O)CCNS(=O)(=O)c2cccc3nsnc23)cc1	0	-8	-9	4	-19	-1	-3	-5	17
CCOC(=O)C1CCN(C(=O)CSc2n[nH]c(=O)[nH]c2=O)CC1	2	3	9	10	-2	4	0	-16	1
CN(Cc1ccccc1)c1ccc(C(=O)O)cc1[N+](=O)[O-]	1	24	-2	28	-5	-5	-3	13[fluorescence artefact?]	2
COc1cc(CNc2ccc(N3CCOCC3)c(C(=O)O)c2)ccc1OCC(N)=O	0	7	-15	17	5	4	1	-3	-6
CC1CC(=O)N(c2ccc(NCc3ccc(Cl)cc3)c([N+](=O)[O-])c2)C1=O (centres undefined)	-1	3	-16	3	-5	-6	-3	-8	5
CCCOc1ccc(C(=O)N/N=C/c2ccc(-c3ccc(S(=O)(=O)Nc4ncccn4)cc3)o2)cc1	2	-4	5	-3	-2	1	-2	1	13
NC(=O)c1ccsc1NC(=O)CSc1nnc(C2CC2)n1Cc1ccccc1	1	10	48*	16	59*	0	-3	4	1
Nc1c(C(=O)NCCc2ccccc2)nnn1Cc1ccc(Br)cc1F	-1	1	5	13	-1	-3	-2	-10	22
O=C(Cn1cc2c(n1)CCCC2)NCc1cccs1	-2	2	-2	11	-1	0	0	6	2
CC(C)c1ccc(NC(=O)C2CC(=O)N(C(C)C)C2)cc1 (centres undefined)	5	4	5	8	-6	-2	-1	-5	0
COCCCNC(=O)CSc1nc2cc3c(cc2c(=O)n1CCCC(=O)NCc1ccc(OC)cc1)OCO3	6	-4	0	4	-11	-4	-7	5	27
O=C(O)COCC(=O)Nc1cc(C(F)(F)F)cc(C(F)(F)F)c1	0	0	4	14	4	1	2	1	1
CN(CC(=O)Nc1ccc(N2CCOCC2)cc1)CC(=O)Nc1ccc(Cl)cc1[N+](=O)[O-]	-2	2	8	6	-1	0	0	-6	0
CCN1C2OC3OC4C(OC3OC2N(CC)S1(=O)=O)N(CC)S(=O)(=O)N4CC (centres undefined)	-2	8	-10	19	12	0	-1	-9	12
COc1cc(N=c2ssnc2Cl)cc(OC)c1	0	-5	-28	-1	-12	22	19	48	-2
On1onc2c3cc(-c4ccccc4)nc3ccc21	39*	4	11	7	2	-4	-8	3[fluorescence artefact?]	-1
O=c1c2cnn(-c3ccc(F)cc3)c2ncn1Cc1cccnc1	-5	2	-15	20	-6	0	-2	-4	0
CCCC(=O)Nc1ccc(OCC(=O)OC)cc1	0	-3	-12	-4	-8	-2	-1	-7[fluorescence artefact?]	9
O=S1(=O)CC2NC(=S)N(c3cccc(Br)c3)C2C1 (centres undefined)	-1	-5	-4	2	-11	4	1	-1	10
O=C(NC(c1ccccc1)c1ccccc1)c1cccc(S(=O)(=O)NCc2ccccc2)c1	-2	4	-14	7	-1	0	4	4[fluorescence artefact?]	3
S=C(NCCc1ccccn1)Nc1cc(Cl)cc(Cl)c1	-1	2	-3	7	-2	0	0	0	-4
CCC(=O)N1C(Cc2ccccc2)COC1(C)C (centres undefined)	1	9	-7	17	2	-4	1	2	6
O=C(Cc1ccccc1)NC(NCCCN1CCOCC1)(C(F)(F)F)C(F)(F)F	-4	-8	-23	11	-1	0	3	-18	-1
O=C(NC1CCc2ccccc21)C1CCN(S(=O)(=O)c2ccc(-n3cnnn3)cc2)CC1 (centres undefined)	0	-3	5	-6	-6	-2	1	14	2
COC(=O)c1c(NC(=O)CSc2ccccc2N)sc(C)c1C	1	-6	-2	3	-2	-2	-1	-6	2
COc1ccc(S(=O)(=O)NCCC(=O)NC(C)c2ccccc2)cc1 (centres undefined)	0	-10	1	5	-6	-1	18	-6[fluorescence artefact?]	0
O=C(Cc1ccc(-c2ccccc2)cc1)NCc1ccccc1	5	8	-13	10	-5	-3	-5	6	5
Cc1ccc(NS(=O)(=O)c2cccc(C(=O)O)c2)cc1S(=O)(=O)N1CCOCC1	-1	1	-18	3	-7	7	-1	5[fluorescence artefact?]	2
O=C(NC1(C(F)(F)F)NC(=O)N(c2ccc(F)c(Cl)c2)C1=O)c1ccncc1 (centres undefined)	-1	17	-1	10	1	-3	-7	6	0
COC(=O)Cc1ccc(OCc2ccc(Cl)nc2)cc1	0	-2	.	11	-4	0	-2	2	-6
COc1ccc(CNC(=S)N/N=C(\C)c2ccc(OC)cc2)cc1	3	3	3	11	1	0	2	-7	15
